# MEKK3 PB1 HTS = raises or lowers MEK5 binding to the human MEKK3 PB1 domain; AID 1529; binding response (% of control), % at 10 µM; Q99759; bead-based flow cytometry, Alexa488-MEK5 binding to MEKK3; actives lie on both sides; 0 = blocked by unlabeled MEK5, 100 = vehicle; 290,000 compounds, 1.4% hits;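 active means binding response more than 3 SD above or below the average of its plate-row segment, actives on both sides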;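 further: Alexa488 bead fluorescence after subtracting the streptavidin-only scavenger bead signal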
# MEKK2wt PB1 HTS = raises or lowers MEK5 binding to wildtype human MEKK2 PB1 domain; binding response (% of control), % at 10 µM; bead flow cytometry, Alexa488-MEK5 binding to MEKK2 WT; actives lie on both sides; 290,000 compounds, 1.1% hits; in the data active means binding response below about 67% or above about 130%
# p-CIP stab down = p/CIP protein destabilization. F442A p/CIP-EGFP cells, EGFP fluorescence, 16 h. decrease of EGFP signal, % at 10 µM. Q05BA5. 290,000 compounds, 0.01% hits;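 active means EGFP signal decrease of at least 30% at 10 µM or well 3 SD below plate mean, unless failing retest; inactive means the rest, including hits failing retest or dose response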; further: some compounds called inactive have numbers as strong as hits; many of its hits are not listed in these tables
# IDE cell activ = activators of human insulin-degrading enzyme in cells; HEK cells, FAbeta-B cleavage, fluorescence polarization; 0% vehicle, 100% cell-free pure enzyme wells; activation, % at 5.96 µM; 340,000 compounds, 0.073% hits; AID 493087;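 active means activation above the mean of all tested compounds plus 3 SD, set per screening campaign, cut at about 17% in these data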
# Target sequence (P14735 whole entry, looked up): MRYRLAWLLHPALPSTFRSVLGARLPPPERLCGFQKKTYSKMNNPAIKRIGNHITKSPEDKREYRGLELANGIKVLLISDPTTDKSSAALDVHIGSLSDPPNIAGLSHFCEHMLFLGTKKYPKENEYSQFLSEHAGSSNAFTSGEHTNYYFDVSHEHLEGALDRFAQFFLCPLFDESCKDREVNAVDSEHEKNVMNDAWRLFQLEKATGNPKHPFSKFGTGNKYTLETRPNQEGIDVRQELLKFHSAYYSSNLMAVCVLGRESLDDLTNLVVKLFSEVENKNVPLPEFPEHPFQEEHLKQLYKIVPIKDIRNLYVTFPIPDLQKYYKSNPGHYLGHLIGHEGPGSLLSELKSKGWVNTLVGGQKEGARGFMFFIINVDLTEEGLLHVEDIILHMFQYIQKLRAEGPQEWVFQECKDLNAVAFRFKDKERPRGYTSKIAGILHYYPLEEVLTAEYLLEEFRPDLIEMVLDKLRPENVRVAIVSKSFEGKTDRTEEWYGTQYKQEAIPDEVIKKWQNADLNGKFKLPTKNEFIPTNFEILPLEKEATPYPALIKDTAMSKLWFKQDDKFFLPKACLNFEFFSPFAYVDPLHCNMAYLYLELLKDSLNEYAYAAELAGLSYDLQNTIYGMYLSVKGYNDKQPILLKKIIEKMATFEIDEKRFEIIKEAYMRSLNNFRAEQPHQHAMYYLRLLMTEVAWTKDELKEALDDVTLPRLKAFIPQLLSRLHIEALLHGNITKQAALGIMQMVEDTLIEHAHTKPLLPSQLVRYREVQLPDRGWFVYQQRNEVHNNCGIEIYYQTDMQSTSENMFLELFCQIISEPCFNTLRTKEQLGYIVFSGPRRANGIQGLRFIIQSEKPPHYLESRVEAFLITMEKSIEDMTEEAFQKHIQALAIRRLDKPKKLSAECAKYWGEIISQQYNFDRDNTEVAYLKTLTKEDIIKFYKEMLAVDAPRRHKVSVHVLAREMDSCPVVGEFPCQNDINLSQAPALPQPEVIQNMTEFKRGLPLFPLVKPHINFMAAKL
# NALP1 inh = blocks the NALP1 inflammasome reconstituted in yeast; 280,000 compounds, 0.61% hits; inhibition, % at 10 µM; S. cerevisiae NALP1/ASC/caspase-1 growth, X-gal OD620, 72 h; AID 2071; in the data active means inhibition mostly above about 24%, no sharp cut-off; inactive means mostly below about 32%; further: some compounds called inactive have numbers as strong as hits
# IDE cell inh = cellular human IDE inhibition; P14735; HEK cells, FAbetaB cleavage, fluorescence polarization; inhibition, % at 5.59 µM; 320,000 compounds, 0.41% hits; AID 434962;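 active means percent inhibition above the average of all tested compounds plus 3 SD, set per screening campaign, cut at about 16% in these data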;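 further: IDE supplied by intact live HEK cells; FP after avidin binding of uncleaved biotin substrate so inhibition keeps polarization high; 0% = DMSO wells and 100% = 60 µM reference IDE inhibitor Ii1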
# MEKK2mut PB1 HTS = signal of MEK5 binding to mutant human MEKK2 PB1 domain | bead flow cytometry, Alexa488-MEK5 binding to MEKK2 mutant | percent response, % at 10 µM | 290,000 compounds, 0.35% hits | AID 1530; in the data active means percent response above about 24%, passing the limit was not always enough; further: inactives centre near 1; some results filed as inactive read as strong as hits; reference of the scale not given here
# UBC9 SUMO inh = blocks human SUMOylation mediated by UBC9. 290,000 compounds, 0.36% hits. inhibition, % at 35 µM. P63279. HTRF SUMOylation assay, SAE1/SAE2 + UBC9, in vitro; in the data active means inhibition above about 50%, passing the limit was not always enough; further: strong numbers were not always called active
# PfM18AAP inh = PfM18AAP enzyme inhibition. 290,000 compounds, 1.2% hits. recombinant PfM18AAP, H-Glu-NHMec fluorogenic cleavage. AID 1822. inhibition, % at 7.35 µM;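 active means inhibition above the campaign mean inhibition over all tested compounds plus 3 SD, cut at about 28% in these data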;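 further: 0% = plate median of test compound wells and 100% = 2 mM ZnCl2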
# The depositor's hits bear a star; nt = not tested or not shown; [ ] = remark or other dose. Not all compounds are listed. The share of hits here may be higher or lower than overall.
SMILES,MEKK3 PB1 HTS,MEKK2wt PB1 HTS,p-CIP stab down,IDE cell activ,NALP1 inh,IDE cell inh,MEKK2mut PB1 HTS,UBC9 SUMO inh,PfM18AAP inh
O=C(CN(C1CCCCC1)S(=O)(=O)c1ccc(F)cc1)NC1CC1,105.0,101.0,10.2,1.2,17.6,-4.5,6.0,0.5,2.1
CCCCCOC(=O)c1ccc(NC(=O)c2ccco2)cc1,nt,nt,-1.2,-0.8,7.1,-3.8,nt,-12.1,3.1
CCOC(=O)N1CCN(C(=O)c2cccc(F)c2)CC1,98.0,86.0,-16.5,3.8,-2.5,5.1,-1.0,6.8,-0.4
CCCOc1cc(C)c(S(=O)(=O)NC2CC(C)(C)NC(C)(C)C2)cc1C,104.0,112.0,-3.5,0.3,30.7,1.3,-1.0,12.1,-0.4
O=C(O)COc1c(Cl)cc(/C=C2/NC(=O)NC2=O)cc1Br,99.0,88.0,2.8,-7.6,12.5,3.5,-11.0,18.5,6.8
C/C(=N\Nc1ncnc2sc(C)c(C)c12)c1ccccn1,98.0,85.0,-515.8,-16.2,-3.8,47.8*,-2.0,-13.2,19.4
CCOC(=O)c1c(OCC)[nH]c2c1cc(O)c1ccccc12,88.0,90.0,-10.5,-0.8,3.2,-2.6,-9.0,-12.4,-0.9
CC(NC(=O)COc1ccc(/C=N/NC(=O)CO)cc1)c1ccccc1 (stereo not given),105.0,106.0,-0.2,4.7,9.0,7.5,21.0,14.1,-4.5
CCC(CC)c1nnc(NC(=O)CCc2ccccc2)s1,97.0,103.0,14.8,5.3,18.1,2.6,5.0,-5.6,1.4
CCOC(=O)c1ccc(NCc2ccc3c(c2)OCO3)cc1,101.0,97.0,1.3,6.0,1.5,0.6,-6.0,15.6,-4.5
COc1ccccc1CNC(=O)CN(C)S(=O)(=O)c1cccc2cccnc12,98.0,91.0,-9.6,3.6,nt,4.0,-6.0,3.3,-4.5
COc1ccccc1N(CC(=O)NCc1ccc2c(c1)OCO2)C(=O)CCC(=O)Nc1nccs1,103.0,105.0,-16.0,1.4,13.0,-5.7,6.0,16.4,-7.4
COC(CNC(=O)C1CCN(S(=O)(=O)c2ccc3nc4c(c(C(=O)O)c3c2)CC(C)CC4)CC1)OC (stereo not given),98.0,103.0,-13.9,5.2,10.2,-0.7,1.0,16.8,-2.7
COc1cc(C(=O)NC2CCCc3ccccc32)cc(OC)c1C (stereo not given),99.0,97.0,1.0,12.0,-0.7,3.6,0.0,7.5,2.6
Cc1ccc(NC(=O)Cc2nnc(SCC(=O)NC3CCCC3)n2C)cc1C,102.0,102.0,-8.7,-4.6,16.0,-0.7,3.0,15.0,-14.2
Cn1nc(C(=O)Nc2cccc(C(F)(F)F)c2)c2ccccc2c1=O,nt,nt,12.6,1.0,18.0,-3.0,nt,1.0,9.7
CCO[C@@H]1OC(C(=O)NCc2ccccc2)=C[C@H](c2cn(C(C)=O)c3ccccc23)[C@H]1CCCO,101.0,93.0,1.9,7.3,10.3,-0.2,2.0,8.2,-12.7
COc1ccc(N=C2SCC(=O)N2CCc2ccc(OC)c(OC)c2)cc1,106.0,99.0,-15.9,1.2,nt,3.9,9.0,8.1,3.6
CCOc1cc(/C=N/NC(=O)CN2CCOCC2)ccc1OCc1ccc(Cl)cc1,107.0,109.0,-13.5,2.3,35.8,-0.7,10.0,-5.1,4.3
COc1ccc(-c2c(N)nnc3c2[nH]c2ccccc23)cc1OC,nt,nt,3.4,-2.2,-2.1,-1.5,nt,17.7,-8.2
CCn1c(SCC(=O)c2[nH]c(C)c(C(C)=O)c2C)nnc1-c1ccncc1,93.0,98.0,-3.6,-0.6,18.5,10.9,-6.0,20.5,-15.0
CCC(C)NC(=O)c1cnn2c(C)c3c(nc12)CCCC3 (stereo not given),106.0,104.0,7.7,-1.0,3.1,-2.6,5.0,-3.3,-3.0
CCN(CC)S(=O)(=O)c1cccc(C(=O)OCC(=O)c2ccc3c(c2)NC(=O)CO3)c1,96.0,96.0,-0.7,0.0,-22.5,-1.4,-7.0,-2.8,1.0
CC1(C)C([N+](=O)[O-])C(c2ccc(O)cc2)NC(c2ccc(O)cc2)C1[N+](=O)[O-] (stereo not given),96.0,95.0,-5.0,-0.4,31.7,5.1,-3.0,-20.5,3.5
CCCCNc1cc(F)nc(N)n1,104.0,108.0,0.8,0.3,-11.3,-9.4,5.0,6.1,-7.3
COc1ccc(-c2[nH]ncc2CN2CCC(N3CCSCC3)CC2)c(F)c1,94.0,96.0,-29.2,3.5,3.3,9.0,-8.0,10.7,-8.3
O=C(c1ccco1)N1CCN(C(=S)Nc2ccc(F)c(Cl)c2)CC1,102.0,108.0,-16.9,1.0,31.3,-0.3,7.0,4.4,4.3
COc1ccc(-c2nn(-c3ccccc3)cc2CN(C)CCn2ccnc2C)c(F)c1,44.0*[inhibitor],57.0,-1.9,-1.1,nt,1.0,-37.0,8.4,-12.3
Cc1cccn2cc(CCNC(=O)c3ccc(Br)o3)nc12,99.0,104.0,-16.3,4.9,nt,0.4,3.0,-4.1,-1.1
OCC1(CCc2ccccc2)CCCN(CCCC(F)(F)F)C1 (stereo not given),105.0,111.0,0.9,6.8,9.2,nt,7.0,7.0,1.4
CCOC(=O)c1ccc(Nc2cc(C)nc(-c3ccccc3)n2)cc1,108.0,111.0,0.5,3.3,29.5,9.1,3.0,-18.0,0.1
CCC(=O)c1ccc(OCC(O)CN2CCCCC2)cc1 (stereo not given),99.0,103.0,-15.4,7.8,-7.3,-1.6,3.0,-8.9,-5.5
CCO/C(C)=C1\N=C(c2ccc(Cl)cc2)OC1=O,95.0,95.0,7.9,4.1,6.9,-3.6,-2.0,-24.4,-8.2
CCc1nc(N2CCOCC2)c(C#N)c2c1COC(C)(C)C2,100.0,102.0,-3.7,-4.4,14.7,7.9,17.0,17.1,-0.1
CCOC(=O)C(/C=C(\C#N)C(=O)OCC)=C(/N)N1CCN(c2ccccc2)CC1,99.0,101.0,3.3,0.1,28.8,3.5,2.0,4.2,7.4
CCOc1ccc(/C=N/NC(=O)c2[nH]c3ccc(C)cc3c2C)cc1,104.0,101.0,3.5,-1.3,22.8,nt,-4.0,-24.5,0.6
CC(C)(C)CC(=O)Nc1ccc(-c2cn3cccnc3n2)cc1,97.0,97.0,-3.8,-3.0,6.8,5.6,-2.0,36.7,0.5
N=c1c2c3c(sc2ncn1CCCO)CCCC3,104.0,106.0,-10.8,1.6,33.3,-2.3,6.0,-4.2,6.4
Cc1nn(C(C)C(=O)NCc2ccco2)c(C)c1[N+](=O)[O-] (stereo not given),99.0,102.0,-6.8,3.4,14.0,-0.2,0.0,3.5,0.9
CC(=O)N1CCN(C(=S)Nc2ccc(Oc3ccccc3)cc2)CC1,97.0,98.0,8.5,5.3,-14.9,-1.3,-1.0,5.5,7.4
Nn1c(SCc2cccc(F)c2)nnc1-c1ccncc1,99.0,97.0,-51.4,nt,13.6,1.5,-4.0,0.6,-3.2
O=C(NCCC1=CCCCC1)C1CCN(c2nnc(-n3cccc3)s2)CC1,122.0,123.0,17.7,-1.0,27.4,-1.3,6.0,4.7,0.7
COc1cccc(CC(=O)Nc2ncc(C)s2)c1,99.0,97.0,-16.0,2.3,34.6,0.5,-5.0,-11.1,-1.5
COc1ccccc1C(=O)N1CCN(c2cccc(C(F)(F)F)c2)CC1,nt,nt,-8.8,-3.5,10.6,7.6,nt,6.3,-0.3
c1ccc(CSCCc2ccncc2)cc1,nt,nt,-4.3,5.9,9.9,2.1,nt,16.0,-6.4
CCN1CCCC1CNS(=O)(=O)c1ccc(C(=O)Nc2ccccc2)cc1 (stereo not given),100.0,107.0,-4.8,-7.7,17.0,-3.2,8.0,8.2,-6.7
Cc1nnc(SCc2ccc(C(=O)O)cc2)s1,101.0,93.0,1.2,3.6,22.8,3.2,-5.0,-7.2,-7.3
COc1ccc(OCC(=O)N2c3ccccc3CCc3ccccc32)cc1,96.0,98.0,10.1,5.7,16.3,2.1,0.0,-3.3,7.6

# Of the compounds above, two contain a cyano group.
SMILES,MEKK3 PB1 HTS,MEKK2wt PB1 HTS,p-CIP stab down,IDE cell activ,NALP1 inh,IDE cell inh,MEKK2mut PB1 HTS,UBC9 SUMO inh,PfM18AAP inh
CCc1nc(N2CCOCC2)c(C#N)c2c1COC(C)(C)C2,100.0,102.0,-3.7,-4.4,14.7,7.9,17.0,17.1,-0.1
CCOC(=O)C(/C=C(\C#N)C(=O)OCC)=C(/N)N1CCN(c2ccccc2)CC1,99.0,101.0,3.3,0.1,28.8,3.5,2.0,4.2,7.4

# Following part:
SMILES,MEKK3 PB1 HTS,MEKK2wt PB1 HTS,p-CIP stab down,IDE cell activ,NALP1 inh,IDE cell inh,MEKK2mut PB1 HTS,UBC9 SUMO inh,PfM18AAP inh
CCc1ccc(/C=C/C(=O)c2cc(Br)ccc(=O)c2O)cc1,97.0,90.0,-17.4,2.1,17.0,-0.5,-14.0,15.2,60.2*
Fc1ccc(-n2nnc(-c3cnc4ccccc4c3)n2)cc1,100.0,98.0,-5.1,-2.3,-12.4,0.8,3.0,7.8,-0.7
O=C(CSC1=NCCS1)NC1CCCCC1,107.0,109.0,4.8,-1.2,14.5,-0.5,14.0,1.9,0.6
CCN(CC(=O)N1CCCC1)S(=O)(=O)c1ccc2ccccc2c1,108.0,109.0,-25.6,5.6,-19.8,-8.4,8.0,13.9,-9.0
O=C(Cc1ccc([N+](=O)[O-])cc1)NCC1CCCO1 (stereo not given),100.0,101.0,-0.6,1.1,-1.5,1.5,5.0,14.4,-3.9
CC(C)Sc1nc(N2CCOCC2)c2c(c1C#N)CC(C)(C)SC2,98.0,93.0,-7.9,1.2,35.6*,0.6,-3.0,9.6,-6.9
Cc1ccc(-c2nc3ccccc3nc2-c2ccccc2)cc1,59.0,69.0,-1.5,3.1,-6.3,-1.8,-10.0,-2.9,-13.4
CCn1cc(C(=O)O)c(=O)c2cnc(N3CCN(C(=S)Nc4ccc(F)cc4)CC3)nc21,101.0,104.0,-7.2,nt,21.5,2.3,9.0,-0.5,-1.2
Cc1ccc(C(=O)O)cc1Nc1ncnc2sc3c(c12)CCC3,118.0,119.0,1.5,-0.9,nt,0.0,22.0,13.7,-0.8
CC[N+](C)(CC)CCC(c1ccccc1)C1CCCCC1 (stereo not given),103.0,113.0,-7.0,-6.0,15.6,-0.1,8.0,-13.0,-4.1
CC(C)Cn1c(CCNC(=O)c2ccco2)nc2ccccc21,94.0,94.0,-11.0,-0.3,21.0,-8.0,-13.0,nt,-7.0
COc1ccc(/C=N/NC(=O)c2ccc(NC(=O)c3ccccc3Br)cc2)cc1,89.0,88.0,4.4,3.4,13.2,-0.3,-3.0,6.8,0.9
O=C(c1ccc(NC(=S)Nc2ccc(F)cc2F)cc1)N1CCOCC1,102.0,105.0,3.5,7.9,-3.2,6.8,-2.0,18.4,1.3
Cc1cc(C)n(-c2ccc(C(=O)Nc3sccc3C(N)=O)cc2)n1,101.0,103.0,-22.6,0.6,16.5,6.0,0.0,20.7,1.6
O=C(Nc1nc(-c2ccccn2)cs1)c1cc(Cl)ccc1[N+](=O)[O-],100.0,96.0,-0.1,-3.8,-0.9,-2.6,-3.0,-69.0,13.6
Cc1oc2cc3c(C(=O)N4CCCCC4)c(C)oc3cc2c1C(=O)N1CCCCC1,107.0,104.0,-12.9,4.0,21.9,4.6,8.0,13.2,-7.9
O/N=C/c1cn(-c2ccccc2)nc1-c1ccc2c(c1)OCCO2,104.0,104.0,-10.4,3.4,28.6,-1.6,1.0,-19.7,5.3
CCc1ccccc1OCC(=O)NC1CCCC1,102.0,99.0,-5.0,0.7,13.9,nt,-1.0,11.4,-4.5

# Compound activity: PubChem BioAssay, several laboratories
